# Source: PubChem
# LDHA inh = qHTS assay for inhibitors of human lactate dehydrogenase; L-lactate dehydrogenase A chain (Homo sapiens), P00338; purified LDHA, NADH/diaphorase-resazurin fluorescence; active compounds read low; activity change, % (values are at about 110 or 230 µM); 480,000 compounds, 0.15% hits; AID 1347041, 2019; in the data active = activity change below about -30%; inconclusive = mostly about -25% to -30%;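 also: plate controls were DMSO wells for no effect and wells without enzyme for full effect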
#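 Human LDH5 (2 nM) was incubated with 0.06 mM NADH and 0.2 mM pyruvate for 5 min at room temperature in Tris pH 7.4. Remaining NADH was coupled through diaphorase/resazurin, and resorufin fluorescence was read at 0 and 20 min.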
# Active calls of the source: *; u = inconclusive.
SMILES,LDHA inh
COc1ccc2c(C)c(CCC(=O)Nc3cccc(C)c3C)c(=O)oc2c1,-11
CCOC(=O)N1CCN(C(=O)c2cc3ccccc3n2C)CC1,5
COCCn1ccc2c(OCC(=O)Nc3cccc(C)c3C)cccc2c1=O,2
COc1cccc(C(=O)Nc2cc3nn(-c4ccccc4)nc3cc2Cl)c1,3
CCn1c(N2CCN(Cc3cc(C)ccc3C)CC2)nc2c1c(=O)[nH]c(=O)n2C,-4
Cc1nn(Cc2ccc(Cl)cc2Cl)c(C)c1NS(=O)(=O)c1c(C)nn(C(F)F)c1C,-25
O=C(CCC1CCCC1)NCC12CC3CC(CC(C3)C1)C2,2
CC1CCCCN1C(=O)CSc1nc2ccsc2c(=O)n1-c1cc(F)cc(F)c1 (configuration not stated),1
CCOc1cc(C(=O)OCC(N)=O)cc(OCC)c1OCC,-1
O=C(O)C1Oc2ccccc2O1,3
O=C(Nc1c(NCc2ccccc2)c2ccccc2oc1=O)c1ccccc1,5
CN1CCC(N(C)C(=O)CCn2ccc3ccccc32)CC1,10
CCCc1cc(C(=O)Nc2ccccc2C#N)cs1,6
CCN(Cc1ccc(OC)c(OC)c1)C(=O)c1cc(C)nc2ccccc12,0
O=C(CCn1cnc2sc3c(c2c1=O)CCCC3)NC1CCCC1,-6
CCCNC(=O)c1cc(C)nc2ccc(C)cc12,0
COc1cc(OC)c(C(=O)OCC(=O)Nc2c(C(C)C)cccc2C(C)C)cc1OC,0
COCCn1c(SCC(=O)c2ccc(C3CCCCC3)cc2)nnc1-c1ccc(Cl)cc1,6
Cc1nc2ccccc2nc1SCC(=O)NC(C)c1ccccc1 (configuration not stated),-7
Cc1ccc(CN(C)Cc2ccco2)cc1,8
COc1ccc(OC)c(S(=O)(=O)n2nc(C)c(S(=O)(=O)N3CCCC3)c2C)c1,-7
Cc1ccc(N2CCN(C(C(=O)O)c3c[nH]c4cc(NC(=O)C(C)C)ccc34)CC2)c(C)c1 (configuration not stated),-3
O=C(Nc1ccc(F)cc1F)c1ccc2c(Cl)c3c(nc2c1)CCC3,7
O=C(CSc1ncc(-c2ccc(Cl)cc2)o1)Nc1ccc(Cl)cc1,5
CC(C)Cn1c(-c2ccccc2)cnc1SC(C)C(=O)NC(N)=O (configuration not stated),6
CC(C)Nc1nc(C(=O)Nc2ccc3cc[nH]c3c2)cs1,3
O=C(NC(C1CC1)C1CC1)c1n[nH]c(=O)c2ccccc12,-4
CC(C)CNC(=O)COc1ccc2c(C(C)C)cc(=O)oc2c1,7
O=C1NC(C(=O)O)=CC(c2ccc(F)cc2F)N1 (configuration not stated),5
c1ccc(-c2nn3c(-c4ccc5ccccc5n4)nnc3s2)cc1,3
Cc1ccc(C(=O)COC(=O)CN(Cc2ccccc2)Cc2ccccc2)cc1,10
O=C(CC1CCCC1)NCCC1CCN(C(=O)NC2CCCCC2)CC1,-11
COCCCNCCSc1ccc(Cl)cc1,3
CSc1ccccc1NC(=O)/C=C/c1ccc(F)cc1,-2
Cc1ccc(C)c(-c2csc(Nc3ccc(S(=O)(=O)Nc4nc(C)cc(C)n4)cc3)n2)c1,-1
COc1cccc2cc(-c3nnc(SCC(=O)Nc4cc(C)ccc4C)n3N)oc12,1
O=c1[nH]nc(SCc2nc(-c3ccccc3)no2)n2nc(-c3ccco3)cc12,-8
COCCn1cnnc1SCc1ccc(Cl)s1,0
CCC(C)Oc1cccc(C(=O)Nc2cccc3ccc(C)nc23)c1 (configuration not stated),9
CCONC(=O)C(NC(=O)Cc1ccc2ccccc2c1)C(C)C (configuration not stated),0
CCC1CN(C(=O)CCc2ncc(-c3ccc(Cl)cc3)o2)CCO1 (configuration not stated),15
c1nc(NCC2CCCO2)c2ccc(-c3ccc4c(c3)OCO4)cc2n1 (configuration not stated),22
COc1ccc(OCCOC(=O)Cc2coc3cc4c(cc23)CCC4)cc1,5
COc1ccc(Br)cc1COc1ccc(C(C)=O)cc1OC,13
O=C(N/N=C/c1ccsc1)c1ccncc1,4
CCOCCn1c(SCC(=O)OCC)nc2c1c(=O)[nH]c(=O)n2C,3
CN(C)C1(CNC(=O)C2CCN(C(=O)c3ccc(F)cc3)CC2)CCCCCC1,-2
COCCN1C(=O)c2[nH]nc(-c3cc(Cl)c(C)cc3O)c2C1c1ccc(O)c(OC)c1 (configuration not stated),-11
Cc1ccc(-n2nnnc2Sc2nnnn2-c2ccccc2)c(C)c1,0
COC(=O)c1sc(=S)n(-c2cc(C)ccc2C)c1N,4
C=C(C)CN1CCN(c2nc3c(c(=O)[nH]c(=O)n3C)n2Cc2ccccc2F)CC1,-3
Cc1nc(N2C(=O)C(=O)/C(=C(/O)c3ccccc3)C2c2ccccc2F)sc1C (configuration not stated),-3
COc1ccc(C)cc1Nc1nc(N)c(C(=O)c2cccc(Br)c2)s1,11
CCCCCCCCSCCCCCCCO,5
COc1ccc(/C=C/c2ccc3cccc([N+](=O)[O-])c3n2)cc1O,2
CC(=O)c1ccc(NC(=O)Cc2c(C)c3ccc(O)cc3oc2=O)cc1,0
O=C(O)c1ccccc1C(=O)OCCCC(F)(F)C(F)(F)F,1
Cc1nc2ccc(Cl)c([N+](=O)[O-])c2nc1C,12
Cc1cc(C)cc(NC(=O)c2csc3c2CCCC3)c1,7
N#Cc1ccc(-c2ccc(OCCOc3ccccc3Cl)cc2)cc1,-1

# Part of the list above, reformatted:
structure | LDHA inh
C=C(C)CN1CCN(c2nc3c(c(=O)[nH]c(=O)n3C)n2Cc2ccccc2F)CC1 | -3
Cc1nc(N2C(=O)C(=O)/C(=C(/O)c3ccccc3)C2c2ccccc2F)sc1C (configuration not stated) | -3
COc1ccc(C)cc1Nc1nc(N)c(C(=O)c2cccc(Br)c2)s1 | 11
CCCCCCCCSCCCCCCCO | 5
COc1ccc(/C=C/c2ccc3cccc([N+](=O)[O-])c3n2)cc1O | 2
CC(=O)c1ccc(NC(=O)Cc2c(C)c3ccc(O)cc3oc2=O)cc1 | 0

# Remaining list, next part:
SMILES,LDHA inh
CCCC1CCC(c2ccc(C(C)=O)cc2)CC1 (configuration not stated),7
COc1ccc2c(C)nc(Nc3nc(C)cc(=O)[nH]3)nc2c1,6
CCc1ccc(NC(=O)CSc2nc3ccccc3o2)cc1,-14
N#CCc1ccc(OCc2cccc(N)c2)cc1,3
O=C(Nc1ccc(F)cc1)C(Sc1ccccn1)c1ccccc1 (configuration not stated),5
O=C(O)CCc1c[nH]c2ccccc12,-4
Fc1cc(Br)ccc1NC(=S)NCc1cccs1,-18
Cc1ccc2nc(-c3ccc(C)s3)cc(C(=O)NCCN3CCOCC3)c2c1,-2
CC(NC(=O)CCSc1ccc(Cl)cc1)c1ccccc1 (configuration not stated),-6
N#Cc1ccccc1CN1CCCc2ccccc21,11
O=C(Nc1nc(-c2cccc3ccccc23)cs1)c1ccccn1,1
CCOc1ccccc1NC(=O)CSc1nnc2c3cc(-c4ccc(Cl)cc4)nn3ccn12,-19
Cc1cc(Br)ccc1NC(=O)CN(C)C(=O)c1nn(-c2ccc(F)cc2)c2c1CCC2,-1
COc1ccccc1OCC(=O)Nc1ccc2c(c1)N(C(=O)c1cccnc1)CCC2,-1
COc1cc2oc(=O)c(CC(=O)N(C)C3CCS(=O)(=O)C3)c(C)c2cc1Cl (configuration not stated),-2
COc1ccc(OC)c(NC(=O)c2cc(=O)[nH]c3ccccc23)c1,4
CNc1nnc(Sc2ccc(S(=O)(=O)NC(C)C)cc2[N+](=O)[O-])s1,4
COc1ccc(C2Nc3cccc(OC)c3C(=O)N2Cc2ccccc2)cc1COc1ccc(NC(C)=O)cc1 (configuration not stated),7
CCCOC(=O)COc1ccc2c(=O)c(Oc3ccc(C(C)(C)C)cc3)coc2c1,6
O=C(NNC(=O)C1CCCCC1)c1ccccc1Br,3
Cc1ccc2oc(C(=O)Nc3cccnc3)cc(=O)c2c1,1
O=C(CNc1ccccc1)NNC(=O)c1cc(-c2ccccc2)nn1-c1ccccc1,-4
O=C(NCc1ccccc1)N1CCN(C(=O)c2ccc3ccccc3c2)CC1,1
COCCNc1oc(-c2cccc(Cl)c2)nc1C#N,-1
C=CCOc1ccc(C(=O)NCC(F)(F)F)cc1,0
N#CC1(c2ccc(NC(=O)c3ccc(Cl)cc3)cc2)CCCC1,3
Cc1cc(C(C)(C)C)cc(C)c1CCNC(=O)c1nccnc1N,9
Cc1ccc(NC(=O)CSc2nnc(CC3CCS(=O)(=O)C3)n2C)cc1 (configuration not stated),3
CCN(CC)C(=S)SCc1ccc(C(=O)O)cc1,-3
O=C(OCCOc1ccccc1F)c1n[nH]c(=O)c2ccccc12,-2
NCCOc1ccccc1,-3
CSCc1ccc(C(=O)NCc2ccccc2)o1,-15
O=C(NCc1cccc(C(F)(F)F)c1)NCc1coc(-c2cccs2)n1,-2
Cc1c(O)ccc2c(CN3CCN(c4cccc(C(F)(F)F)c4)CC3)cc(=O)oc12,7
CCOC(=O)C1C(=O)C=C(c2ccc(F)cc2)CC1c1c(F)cccc1Cl (configuration not stated),-1
Cc1ccc(S(=O)(=O)N2CCN(C(=O)c3nn(C(C)C)c(=O)c4ccccc34)CC2)cc1,0
CCCNC(=O)CN(C)C(=O)NC(c1ccc(CC)cc1)C(C)C (configuration not stated),3
O=C(NCC(F)(F)F)c1ccccc1Oc1ccccc1,-3
COc1ccc(-c2nc(CC(=O)NC3CCN(Cc4ccccc4)CC3)cs2)cc1,-3
CCCn1nc(C(=O)OCc2cccc(Cl)c2)c2ccccc2c1=O,-1
CCONC(=O)CNC(=O)c1ccccc1,10
COc1ccc(C=O)cc1COc1ccccc1C=O,1
Cc1nc2ccccc2nc1SCC(=O)Nc1ccccc1OC(F)F,7
Cc1cccc(C)c1OCC(=O)N1CCC(NC(=O)c2ccccc2)CC1,4
COc1ccc(-c2nc3cnccn3c2NC2CCCCC2)cc1,18
CCCCCCCc1ccc(/C=C/c2ccc(OCCCC)cc2)nc1,-1
COc1cccc(Nc2cc(C)nc3ccc(Cl)cc23)c1,7
N#Cc1ccc(C(=O)NC(c2cccs2)C2CCCC2)cc1 (configuration not stated),8
Cc1cccc(-c2nc(C#N)c(N3CCN(Cc4ccccc4)CC3)o2)c1,0
COCCN(CC(N)=O)S(=O)(=O)c1cccc(Cl)c1,-2
O=C(COc1ccccc1C(=O)Nc1ccccc1)NC(=O)NCc1ccco1,3
CC(C)C(C(=O)NC1CCCCC1)c1ccc(Cl)cc1 (configuration not stated),-20
Cc1ccc(-c2nn(Cc3ccccc3)cc2C(=O)N2CCN(CCO)CC2)cc1,-2
Cc1oc(-c2ccccc2Cl)cc1C(=O)Nc1nccs1,4
O=C(Oc1cccc2cccnc12)c1ccc(-c2ccccc2)cc1,9
CCOc1cc(N)c(Br)cc1OCC,17
Nc1nc(CN2CCN(C(=O)c3ccc(Cl)c(Cl)c3)CC2)nc2ccccc12,0
CC[C@H](C)[C@H](NC(=O)c1ccccc1)C(=O)O,-12
CCOP(=O)(OCC)c1nc(-c2ccccc2)oc1N(C)C,5
Cc1nn(CCc2nc(-c3ccccc3)cs2)c2[nH]c(=O)cc(C(F)(F)F)c12,9

# Eight compounds out of the list above, sorted by their value in LDHA inh, smallest number first:
Molecule	LDHA inh
CC(C)C(C(=O)NC1CCCCC1)c1ccc(Cl)cc1 (configuration not stated)	-20
COCCN(CC(N)=O)S(=O)(=O)c1cccc(Cl)c1	-2
Nc1nc(CN2CCN(C(=O)c3ccc(Cl)c(Cl)c3)CC2)nc2ccccc12	0
O=C(COc1ccccc1C(=O)Nc1ccccc1)NC(=O)NCc1ccco1	3
CCOP(=O)(OCC)c1nc(-c2ccccc2)oc1N(C)C	5
COc1cccc(Nc2cc(C)nc3ccc(Cl)cc23)c1	7
N#Cc1ccc(C(=O)NC(c2cccs2)C2CCCC2)cc1 (configuration not stated)	8
Cc1nn(CCc2nc(-c3ccccc3)cs2)c2[nH]c(=O)cc(C(F)(F)F)c12	9

# Further records follow.
SMILES,LDHA inh
Nc1nccnc1C(=O)NCCc1c[nH]c2ccccc12,0
CN(CCc1ccncc1)Cc1ccc(C#N)cc1,7
CC(C)(C)c1ccc(C(=O)NCC(c2cccs2)N2CCCC2)cc1 (configuration not stated),-2
COc1ccc(CNC(=O)c2ccc3c(=O)n(-c4cc(OC)ccc4OC)cnc3c2)cc1,7
COc1ccccc1CC(=O)NCc1cccc(C(F)(F)F)c1,9
CCC(=O)Nc1ccc(C(C)NCc2ccsc2)cc1 (configuration not stated),12
Cc1cc(C(=O)CSc2nc3ccccc3o2)c(C)n1CC(F)(F)F,-8
O=Cc1cccn1-c1ccc(Br)cc1Br,-20
O=C(NCCCCCO)C1CCN(c2nc(Cl)nc3nc[nH]c23)CC1,15
O=C(Cc1c[nH]c2ccccc12)OCc1ccccc1Cl,-2
O=C(COC(=O)CCc1nc2ccccc2s1)Nc1ccccc1C(=O)c1ccccc1,2
Cc1ccc(Cn2ccc(NC(=O)C3=CC(c4ccc(C)cc4)=NS(=O)(=O)N3C)n2)cc1,0
N#CCCN1CCC(c2ccccc2)C1 (configuration not stated),6
N#CC(Cc1cccnc1)C(=O)Nc1ccccc1Cl (configuration not stated),2
O=Cc1ccc(OCc2ccc(Br)cc2)c(Cl)c1,3
CC(Oc1ccc(Cl)cc1Cl)c1nc(-c2ccc(Br)o2)no1 (configuration not stated),-1
Cc1c(C(=O)Nc2ccc(F)c(C(F)(F)F)c2)sc2nc(-c3ccc(F)cc3)cn12,0
Cc1cc(-c2nnc(CSc3nc4ccc(Cl)cc4[nH]3)o2)c(C)o1,3
COc1ccc(NC(=O)C2(n3cnnn3)CCCCC2)cc1,-24
CN(C(=O)Nc1ccccc1C(F)(F)F)C1CCCCC1,u
COCC(C)n1c(COc2ccccc2F)nnc1SCc1ccc(C(C)(C)C)cc1 (configuration not stated),-3
COc1ccc(N/C=C/C(=O)c2ccc(C(C)C)cc2)cc1Cl,3

# Of the compounds above, these contain a tert-butyl group.
SMILES,LDHA inh
CCCOC(=O)COc1ccc2c(=O)c(Oc3ccc(C(C)(C)C)cc3)coc2c1,6
Cc1cc(C(C)(C)C)cc(C)c1CCNC(=O)c1nccnc1N,9
CC(C)(C)c1ccc(C(=O)NCC(c2cccs2)N2CCCC2)cc1 (configuration not stated),-2
COCC(C)n1c(COc2ccccc2F)nnc1SCc1ccc(C(C)(C)C)cc1 (configuration not stated),-3

# Only part of the results is shown; rates above refer to the full screens.
